Screens: PubChem BioAssay, National Center for Advancing Translational Sciences (NCATS)
AmpC detergent: blocks E. coli AmpC beta-lactamase in detergent assay | P00811 | AmpC hydrolysis of nitrocefin, absorbance 480 nm, 0.01% Triton | Potency, µM (series often up to 114 µM), for inactives: top-dose activity change, negative = inhibition, actives largely listed as inhibitors | 0.041% of 370,000 active | AID 485294;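 also: potency is read from the fitted curve at half-maximal effect; 0% = no-compound wells and -100% = no-enzyme wells; nearly all actives have a fitted effect of over 25% in size; some results filed as inactive show a strong effect at the top dose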
Target sequence (P00811 whole entry, looked up): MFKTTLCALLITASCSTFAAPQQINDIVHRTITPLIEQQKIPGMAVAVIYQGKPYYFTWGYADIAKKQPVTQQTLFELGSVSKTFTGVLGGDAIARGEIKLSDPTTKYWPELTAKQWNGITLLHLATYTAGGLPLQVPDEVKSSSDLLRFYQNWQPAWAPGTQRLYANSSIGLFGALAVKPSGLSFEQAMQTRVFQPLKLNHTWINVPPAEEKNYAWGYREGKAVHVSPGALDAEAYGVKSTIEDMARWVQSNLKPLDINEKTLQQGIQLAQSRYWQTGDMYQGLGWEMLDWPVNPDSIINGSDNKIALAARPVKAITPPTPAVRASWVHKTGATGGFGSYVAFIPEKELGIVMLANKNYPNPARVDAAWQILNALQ
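AmpC (5.3 nM in the dispensed reagent) in 20 mM phosphate pH 7.0 with 0.01% (detergent screen) or 0.0001% Triton X-100 was preincubated with compounds for 15 min at room temperature. Nitrocefin was then added from an 800 uM solution, and hydrolysis was followed at 480 nm.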
Sm TGR block: blocks Schistosoma mansoni thioredoxin glutathione reductase; purified TGR, DTNB reduction, TNB absorbance 405 nm; Potency, µM (series often up to 114 µM), for the others: at the highest dose activity change, negative = inhibition, usual class: inhibitors; 3% of 360,000 active; AID 485364; also: potency is read from the fitted curve at half-maximal effect; nearly all actives have a fitted effect of over 60% in size
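First, TGR (20 nM dispensed) and NADPH were mixed with compound. Second, a 15 min room-temperature incubation followed. Third, further NADPH and then DTNB were added to start the reaction. Finally, TNB absorbance was monitored kinetically.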
HCMV inh: inhibitors of human cytomegalovirus. HFF cells, HCMV-luciferase reporter, 72 h; stronger effect = lower value. activity change, negative = inhibition, % at 57.5 µM. 4.5% of 410,000 active; in the data active = activity change below about -60%; inconclusive = no clear call, values can overlap the other calls; inactive = above about -39%
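Two-dose cell screen: HFF monolayers treated with compounds and infected with luciferase-expressing HCMV at 1 PFU/cell, 72 h at 37C, then lysed for luciferase measurement.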
Giardia FBPA inh: inhibitors of Giardia lamblia fructose-1,6-bisphosphate aldolase; A8B2U2; purified Giardia FBPA; Potency, µM (highest dose often 59.6 µM), for the others: at the top dose activity, negative = inhibition, actives largely listed as inhibitors; 0.71% of 290,000 active; also: potency is read from the fitted curve at half-maximal effect; nearly all actives have a fitted effect of over 55% in size
Target sequence (A8B2U2 whole entry, looked up): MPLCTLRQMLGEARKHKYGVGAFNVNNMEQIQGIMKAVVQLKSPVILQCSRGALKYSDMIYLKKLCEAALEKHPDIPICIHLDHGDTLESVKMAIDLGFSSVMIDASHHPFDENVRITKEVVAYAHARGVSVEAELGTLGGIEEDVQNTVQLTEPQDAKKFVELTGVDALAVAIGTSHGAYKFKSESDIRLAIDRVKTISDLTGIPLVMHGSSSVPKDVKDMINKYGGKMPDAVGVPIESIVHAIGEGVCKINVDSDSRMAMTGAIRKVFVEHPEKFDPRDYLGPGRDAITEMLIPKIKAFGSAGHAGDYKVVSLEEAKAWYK
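40 nM FBPA preincubated 10 min at RT with compound (up to 57.5 uM final), then substrate plus GAPDH/TPI/NAD/arsenate coupling and diaphorase/resazurin added. Fluorescence read after 20 min at RT, 525/598 nm.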
AMA1-RON2 inh: inhibitors of Plasmodium falciparum AMA1-RON2 interaction | AlphaScreen AMA1-biotinylated RON2 peptide binding | Potency, µM (top dose mostly 58.2 µM), without a hit: at the top dose activity change, negative = inhibition, usual class: inhibitors | 0.2% of 360,000 active | AID 720542;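 also: potency is read from the fitted curve at half-maximal effect; 0% = vehicle wells and -100% = peptide control; nearly all actives have a fitted effect of over 45% in size; some results filed as inactive show a strong effect at the top dose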
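AMA1 (3D7) with his tag at 25 nM final met compounds first, then biotinylated RON2 peptide at 25 nM; detection used donor plus acceptor beads, 10 µg/mL apiece, read by AlphaScreen after 30 min at room temperature.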
AmpC no deterg: AmpC beta-lactamase inhibition without detergent. AmpC nitrocefin hydrolysis, absorbance 480 nm, 0.0001% Triton. Potency, µM (series often up to 57.1 µM), for inactives: at the top dose activity change, negative = inhibition, usual class: inhibitors. 0.52% of 330,000 active. AID 485341;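 also: potency is read from the fitted curve at half-maximal effect; plate controls were no compound for no effect and no enzyme for full effect; nearly all actives have a fitted effect of over 20% in size; some results filed as inactive show a strong effect at the top dose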
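20 mM phosphate pH 7.0 + 0.01% (detergent screen) or 0.0001% Triton X-100; 5.3 nM AmpC reagent; cpd preinc 15 min RT; nitrocefin (800 uM stock) to start; A480 q20 s × 4 min; Activity was normalised to no-enzyme and no-compound control wells.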
Starred values were filed as active, the others as inactive; ? = inconclusive; nt = no result given; [ ] = remark or other dose. Unless noted, calls follow the shape of the dose curve; as a rule, active = well fitted curve in the direction sought with a large enough effect; inconclusive = small, poorly fitted or top-dose-only effect, or another doubt; inactive = no such curve, though single readings can be large; an effect the other way counts as inactive or inconclusive. Unless noted, % is scaled to controls: 0 for no effect and ±100 for the full control effect.

1: COc1ccc(NC(C)=O)cc1S(=O)(=O)N1CC=C(c2ccccc2)CC1
2: O=C(c1cc(-c2ccncc2)nc2ccc(Cl)cc12)N1CCN(C(=O)C2CCCO2)CC1 (stereo not drawn)
3: O=[N+]([O-])c1ccc(S(=O)(=O)Nc2ccccn2)cc1
4: Cc1c(OC(C)C(=O)NCCCn2ccnc2)ccc2c3c(c(=O)oc12)CCC3 (stereo not drawn)
5: CN(C)CC(C)(C)CN=Cc1c(O)[nH]c2ccccc12
Compound | 1 | 2 | 3 | 4 | 5
AmpC detergent | nt | 3% | -11% | 1% | 5%
Sm TGR block | nt | -3% | -2% | -9% | -15%
HCMV inh | -7 | 90 | -17 | -22 | 16
Giardia FBPA inh | nt | 8% | -19% | nt | -2%
AMA1-RON2 inh | -1% | 6% | 1% | -12% | 0%
AmpC no deterg | -11% | 76%[activator] | -11% | 14% | -12%

6: Cc1ccc(Cl)cc1NC(=O)Cn1c(=O)oc2cc(S(=O)(=O)N3CCCC3)ccc21
7: Cc1ccc(-c2[nH]c3ccccc3c2SCCNC(=O)c2cc3ccccc3oc2=O)cc1
8: Cc1ccc(C(=O)C2CCN(CC(=O)N3CCN(c4ccc(F)cc4)CC3)CC2)cc1
9: CC(C)(C)NC(=O)CCN(/N=C/c1ccccc1F)C1=NS(=O)(=O)c2ccccc21
10: COc1ccccc1N1CCN(Cc2cc(=O)c(OCC(=O)Nc3ccccc3)co2)CC1
Compound | 6 | 7 | 8 | 9 | 10
AmpC detergent | 25% | -5% | -2% | 1% | 0%
Sm TGR block | -3% | -8% | -1% | 21% | -7%
HCMV inh | 1 | -22 | -70* | -34 | -26
Giardia FBPA inh | nt | -2% | 0% | 14% | nt
AMA1-RON2 inh | nt | -20% | -2% | 2% | 5%
AmpC no deterg | nt | -25% | 143%[activator] | -11% | -1%

11: COc1cccc(NC(=O)CSc2nc3c(oc4ccccc43)c(=O)n2Cc2ccco2)c1
12: COc1ccccc1NC(=O)N1CCN(c2ccc3nncn3n2)CC1
13: CCOC(=O)c1c(C)c(-c2ccccc2)n(CC(=O)NC(CC)Cc2ccccc2)c1C (stereo not drawn)
14: Cc1ccc(NC(=O)CNc2cccc(Br)c2)cc1S(=O)(=O)N1CCOCC1
15: Cc1ccc(NCc2cccn2-c2nnc(N3CCC(C(=O)NCCc4ccc(Cl)cc4)CC3)s2)cc1
Compound | 11 | 12 | 13 | 14 | 15
AmpC detergent | 26% | 3% | 17% | nt | 18%
Sm TGR block | 4% | 1% | 6% | nt | 4%
HCMV inh | ? | 34 | 13 | -27 | ?
Giardia FBPA inh | nt | 6% | nt | nt | nt
AMA1-RON2 inh | nt | -3% | nt | 0% | nt
AmpC no deterg | nt | -8% | nt | -5% | nt

16: CCOc1ncccc1C(=O)OCC(=O)NCCc1ccc(OC)cc1
17: CCOC(=O)c1ccccc1NC(=O)COC(=O)CCC(=O)c1ccc(C)cc1
18: C=CCN(C(=O)CNC(=O)c1ccco1)C(C(=O)NC1CCCCC1)c1cccnc1 (stereo not drawn)
19: COc1ccccc1CNC(=O)C1CCC(CNC(=O)[C@@H]2Cc3ccccc3CN2)CC1 (stereo partly drawn)
20: CCC(C)N(C(=O)Cn1nc(C)c([N+](=O)[O-])c1C)C1CCS(=O)(=O)C1 (stereo not drawn)
Compound | 16 | 17 | 18 | 19 | 20
AmpC detergent | ? | -10% | ? | 4% | 0%
Sm TGR block | 16%[11.4 µM] | 1% | -20% | -9% | -3%
HCMV inh | -30 | 9 | -19 | -22 | -23
Giardia FBPA inh | 3% | nt | 4% | nt | nt
AMA1-RON2 inh | -4% | 4% | 15% | 8% | -20%
AmpC no deterg | -9% | -32% | -1% | 56% | 2%

Some values from the entries so far:
HCMV inh, CCC(C)N(C(=O)Cn1nc(C)c([N+](=O)[O-])c1C)C1CCS(=O)(=O)C1 (stereo not drawn) : -23
AmpC no deterg, COc1ccccc1CNC(=O)C1CCC(CNC(=O)[C@@H]2Cc3ccccc3CN2)CC1 (stereo partly drawn) : 56%

Additional structures follow:
21: CCN(C(=O)c1cc2cc(OC)ccc2oc1=O)c1cccc(C)c1
22: CC(NC(=O)Nc1cccc(Cl)c1)C(c1cccs1)N1CCCC1 (stereo not drawn)
23: O=C(NCCN1CCOCC1)c1ccc2c(c1)N(Cc1ccccc1F)C(=O)c1ccccc1S2
24: Oc1ccc2ccccc2c1C=Nc1ccccc1-c1nc2ccccc2[nH]1
25: CN(CC(=O)Nc1cccc(F)c1)CC(=O)Nc1ccc(Cl)cc1[N+](=O)[O-]
Compound | 21 | 22 | 23 | 24 | 25
AmpC detergent | -2% | 0% | 5% | -9% | 3%
Sm TGR block | 0% | 9% | 1% | ? | -1%
HCMV inh | 10 | -26 | -15 | 11 | 21
Giardia FBPA inh | -1% | 2% | -20% | ? | -3%
AMA1-RON2 inh | 2% | 13% | -3% | 14% | 48%[activator]
AmpC no deterg | 15% | -2% | 204%[activator] | -28% | -33%

Structural class: the compounds so far with fluorine.
8: Cc1ccc(C(=O)C2CCN(CC(=O)N3CCN(c4ccc(F)cc4)CC3)CC2)cc1
9: CC(C)(C)NC(=O)CCN(/N=C/c1ccccc1F)C1=NS(=O)(=O)c2ccccc21
23: O=C(NCCN1CCOCC1)c1ccc2c(c1)N(Cc1ccccc1F)C(=O)c1ccccc1S2
25: CN(CC(=O)Nc1cccc(F)c1)CC(=O)Nc1ccc(Cl)cc1[N+](=O)[O-]
Compound | 8 | 9 | 23 | 25
AmpC detergent | -2% | 1% | 5% | 3%
Sm TGR block | -1% | 21% | 1% | -1%
HCMV inh | -70* | -34 | -15 | 21
Giardia FBPA inh | 0% | 14% | -20% | -3%
AMA1-RON2 inh | -2% | 2% | -3% | 48%[activator]
AmpC no deterg | 143%[activator] | -11% | 204%[activator] | -33%

Continuation:
26: N/C(Cc1cccc2ccccc12)=N\OC(=O)Cc1cccs1
27: COc1ccc(OCC(=O)Nc2cccc(S(=O)(=O)N(C)c3ccccc3)c2)c([N+](=O)[O-])c1
28: Cc1ccccc1Nc1cccc2nonc12
29: Cc1cc(Br)ccc1NC(=O)C1(S(=O)(=O)c2ccc(Cl)cc2)CC1
30: O=C(O)c1cccc(S(=O)(=O)N2CCc3ccccc3C2)c1
Compound | 26 | 27 | 28 | 29 | 30
AmpC detergent | 5% | 9% | 0% | 18% | 2%
Sm TGR block | 6% | -22% | -19% | -2% | 2%
HCMV inh | 101 | -9 | ? | 13 | 37
Giardia FBPA inh | -19% | nt | -29% | nt | 12%
AMA1-RON2 inh | 1% | -7% | 238%[activator] | nt | -11%
AmpC no deterg | -15% | -14% | -9% | nt | -9%

31: COc1ccccc1CNC(=O)CCS(=O)(=O)c1cccc2nonc12
32: Cc1cc(C)c(/C=C/c2onc(C)c2S(=O)(=O)N2CCC(C(=O)N3CCN(c4ccc(Cl)cc4)CC3)CC2)c(C)c1
33: COc1ccc(NC(=O)CSc2nc3c([nH]c4ccccc43)c(=O)n2-c2ccccc2)c(OC)c1
34: CN(CC(=O)Nc1ccccc1C(F)(F)F)C(=O)CSc1nnnn1C
35: CCN(CC)Cc1nc2c(c(=O)[nH]1)C1(CCCCC1)Cc1ccccc1-2
36: CCn1c(NCCO)nc2c(c1=O)C(C)(CC)Cc1ccccc1-2 (stereo not drawn)
37: COC(=O)c1ccc(C2C(C(=O)OCC(C)C)=C(C)N=C3SCCC(=O)N32)cc1 (stereo not drawn)
38: COc1ccc([C@H]2CC(=O)C=C(c3ccc(O)cc3)C2)cc1OC
Compound | 31 | 32 | 33 | 34 | 35 | 36 | 37 | 38
AmpC detergent | 6% | 16% | 6% | -1% | 0% | 2% | 0% | 5%
Sm TGR block | 45µM* | 6% | 8% | 3% | 7% | 0% | 12% | -9%
HCMV inh | 6 | 12 | -10 | 27 | -12 | -21 | -19 | 7
Giardia FBPA inh | -6% | nt | nt | -1% | 2% | -3% | -4% | nt
AMA1-RON2 inh | -4% | nt | nt | 3% | 29% | -5% | 14% | -14%
AmpC no deterg | 0% | nt | nt | -14% | -25% | 138%[activator] | -2% | -20%
